Screening results from PubChem BioAssay.
FBPA Giardia inh = Giardia lamblia aldolase inhibition; hit rate 0.71% among 290,000; purified Giardia FBPA; A8B2U2; Potency, µM (titrated, usually from 59.6 µM), for the others: top-dose activity, negative = inhibition, most hits filed as inhibitors; AID 2451; also: potency is read from the fitted curve at half-maximal effect; nearly all actives have a fitted effect of over 55% in size
Target sequence (A8B2U2 whole entry, looked up): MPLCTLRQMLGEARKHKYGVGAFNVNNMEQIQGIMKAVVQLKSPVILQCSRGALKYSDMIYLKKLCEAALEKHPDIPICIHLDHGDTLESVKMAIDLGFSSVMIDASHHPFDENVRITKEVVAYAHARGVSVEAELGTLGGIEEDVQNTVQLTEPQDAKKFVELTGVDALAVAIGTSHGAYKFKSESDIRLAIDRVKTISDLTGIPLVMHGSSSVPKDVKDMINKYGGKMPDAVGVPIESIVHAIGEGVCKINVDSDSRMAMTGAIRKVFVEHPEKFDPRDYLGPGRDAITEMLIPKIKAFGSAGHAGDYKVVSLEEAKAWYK
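40 nM FBPA preincubated 10 min at RT with compound (up to 57.5 uM final), then substrate plus GAPDH/TPI/NAD/arsenate coupling and diaphorase/resazurin added. Fluorescence read after 20 min at RT, 525/598 nm.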
HCMV inh = human cytomegalovirus inhibition; HFF cells, HCMV-luciferase reporter, 72 h; stronger effect = lower value; activity change, negative = inhibition, % at 57.5 µM; hit rate 4.5% among 410,000; AID 1259415; in the data active = activity change below about -60%; inconclusive = no clear call, values can overlap the other calls; inactive = above about -39%
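Inhibition of viral replication was scored as loss of reporter luminescence in HFFs infected with HCMV-luciferase (MOI 1 PFU/cell) for 72 h; compounds tested at 2 doses, normalized to buffer and Salinomycin controls.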
AmpC no deterg = blocks E. coli AmpC beta-lactamase in detergent-free assay; AID 485341; hit rate 0.52% among 330,000; Potency, µM (doses to about 57.1 µM), for the others: at the highest dose activity change, negative = inhibition, actives largely listed as inhibitors; P00811; AmpC nitrocefin hydrolysis, absorbance 480 nm, 0.0001% Triton;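 also: potency is read from the fitted curve at half-maximal effect; plate controls were no compound for no effect and no enzyme for full effect; nearly all actives have a fitted effect of over 20% in size; some results filed as inactive show a strong effect at the top dose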
Target sequence (P00811 whole entry, looked up): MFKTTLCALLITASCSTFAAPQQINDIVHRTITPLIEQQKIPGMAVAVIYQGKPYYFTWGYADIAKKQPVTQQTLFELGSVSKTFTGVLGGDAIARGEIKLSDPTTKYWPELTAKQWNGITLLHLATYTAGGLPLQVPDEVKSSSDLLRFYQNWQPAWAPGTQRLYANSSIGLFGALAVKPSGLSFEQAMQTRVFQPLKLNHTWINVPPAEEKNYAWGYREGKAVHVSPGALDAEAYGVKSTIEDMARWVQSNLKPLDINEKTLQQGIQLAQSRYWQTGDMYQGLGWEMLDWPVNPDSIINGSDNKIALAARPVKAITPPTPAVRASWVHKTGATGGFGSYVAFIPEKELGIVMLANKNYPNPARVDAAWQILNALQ
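AmpC (5.3 nM in the dispensed reagent) in 20 mM phosphate pH 7.0 with 0.01% (detergent screen) or 0.0001% Triton X-100 was preincubated with compounds for 15 min at room temperature. Nitrocefin was then added from an 800 uM solution, and hydrolysis was followed at 480 nm.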
Sm TGR block = S. mansoni TGR enzyme inhibition; purified TGR, DTNB reduction, TNB absorbance 405 nm; AID 485364; Potency, µM (doses to about 114 µM), without a hit: at the highest dose activity change, negative = inhibition, usual class: inhibitors; hit rate 3% among 360,000; also: potency is read from the fitted curve at half-maximal effect; nearly all actives have a fitted effect of over 60% in size
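First, TGR (20 nM dispensed) and NADPH were mixed with compound. Second, a 15 min room-temperature incubation followed. Third, further NADPH and then DTNB were added to start the reaction. Finally, TNB absorbance was monitored kinetically.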
AmpC inh detg = blocks E. coli AmpC beta-lactamase in detergent assay; AmpC hydrolysis of nitrocefin, absorbance 480 nm, 0.01% Triton; AID 485294; hit rate 0.041% among 370,000; Potency, µM (series often up to 114 µM), for inactives: at the top dose activity change, negative = inhibition, hits mostly inhibitors; P00811;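 also: potency is read from the fitted curve at half-maximal effect; 0% = no-compound wells and -100% = no-enzyme wells; nearly all actives have a fitted effect of over 25% in size; some results filed as inactive show a strong effect at the top dose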
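20 mM phosphate pH 7.0 + 0.01% (detergent screen) or 0.0001% Triton X-100; 5.3 nM AmpC reagent; cpd preinc 15 min RT; nitrocefin (800 uM stock) to start; A480 q20 s × 4 min; Activity was normalised to no-enzyme and no-compound control wells.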
AMA1-RON2 inh = AMA1-RON2 (P. falciparum) interaction inhibition | Potency, µM (titrated, usually from 58.2 µM), for inactives: at the top dose activity change, negative = inhibition, hits mostly inhibitors | AlphaScreen AMA1-biotinylated RON2 peptide binding | hit rate 0.2% among 360,000;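 also: potency is read from the fitted curve at half-maximal effect; 0% = vehicle wells and -100% = peptide control; nearly all actives have a fitted effect of over 45% in size; some results filed as inactive show a strong effect at the top dose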
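AMA1 (3D7) with his tag at 25 nM final met compounds first, then biotinylated RON2 peptide at 25 nM; detection used donor plus acceptor beads, 10 µg/mL apiece, read by AlphaScreen after 30 min at room temperature.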
Starred values were filed as active, the others as inactive; ? = inconclusive; / = not tested or not shown; & = joins results of further samples; [ ] = dose if it differs, or a comment. Unless noted, calls follow the shape of the dose curve; as a rule, active = well fitted curve in the direction sought with a large enough effect; inconclusive = small, poorly fitted or top-dose-only effect, or another doubt; inactive = no such curve, though single readings can be large; an effect the other way counts as inactive or inconclusive. Unless noted, % is scaled to controls: 0 for no effect and ±100 for the full control effect. The order is random; any-hit rate near 7.8%.

smiles	FBPA Giardia inh	HCMV inh	AmpC no deterg	Sm TGR block	AmpC inh detg	AMA1-RON2 inh
CCOc1cc(C)c(Cl)cc1S(=O)(=O)n1ccnc1	6%	-12	-4%	0%	-2%	0%
COc1ccccc1CNS(=O)(=O)c1cc(C)ccc1OC	-6%	-20	-5%	-3%	?	-1%
O=C(NCCN1C(=O)CSC1=O)c1ccccc1	3%	1	-16%	21%	-7%	5%
Cn1nc(C(=O)Nc2ccc(S(=O)(=O)Nc3ncccn3)cc2)ccc1=O	-17%	-31	-17%	6%	2%	-14%
CCN(CC)CCCNC(=S)N(Cc1cccnc1)Cc1cc2cccc(C)c2[nH]c1=O	1%	9	23%	0%	6%	-12%
CNC(=O)CSc1cn(CC(=O)N(C(C)C)C(C)C)c2ccccc12	-4%	-1	44%	7%	5%	-22%
Cc1noc(C)c1CN1C(=O)NC2(CCCCCCC2)C1=O	8%	36	-1%	-3%	3%	7%
O=c1oc(-c2cccs2)nc2c1cnn2-c1ccccc1	-1%	3	-36%	-13%[11.4 µM]	-2%	-7%
Cc1onc(-c2ccccc2Cl)c1C(=O)Nc1ccc(Br)cc1	8%	-7	-31%	-2%	-3%	1%
CCOC(=O)CNC(=O)CSc1nccn1Cc1ccco1	-2%	?	-15%	-25%	-5%	2%
CCOc1ccc2nc(N(Cc3cccnc3)C(C)=O)sc2c1	/	18	/	4%	-8%	/
Cc1c(C(=O)N(C)C)c2cc(Cl)ccc2n1O	-3%	-10	-8%	-1%	?	12%
O=C1c2oc3ccccc3c(=O)c2C(c2cccc(O)c2)N1c1nncs1 (stereo not drawn)	/	0	/	2%	12%	/
Cc1ccc2c(c1)nnn2C1CCN(CC(=O)c2ccc(Cl)cc2)CC1	-5%	-16	-16%	0%	?	-5%
CCn1c(SCC(=O)Nc2cc(C)nn2-c2ccccc2)nnc1-c1cccs1	0%	-25	-10%	0%	-8%	5%
CCC(C)NCC(=O)Nc1cc(S(=O)(=O)N(CC)c2ccccc2)ccc1Cl (stereo not drawn)	4%	?	-1%	-4%	?	12%[11.6 µM]
Cc1ccc2[nH]c(CCN(C)C)c(CC#N)c2c1	-18%	-21	-6%	?	1%	-2%
CC(C)CCn1c(=O)c2ccccc2n2c(CCC(=O)NC3CCN(Cc4ccccc4)CC3)nnc12	2%	1	107%[activator]	3%	-1%	14%
CCS(=O)(=O)N1CCc2nc(-c3ccccc3)sc2C1	0%	40	21%	0%	0%	-6%
COc1ccc(C(C(=O)NC2CCCCC2)N(C(=O)Cc2c[nH]c3ccccc23)c2ccccc2)cc1OC (stereo not drawn)	-8%	?	33%	4%	?	-30%
CCC(=O)N1CCN(c2ccc(NC(=O)c3ccc(Br)o3)cc2)CC1	0%	5	-36%	-1%	-13%	-25%
Cc1cccc(Cc2nnc(CCC(=O)N3CCCC(CN4CCOCC4)C3)o2)c1 (stereo not drawn)	1%	26	70%[activator]	-21%	4%	-10%
CN(C)c1nc(-c2cccnc2)nc(-c2ccccc2)c1C#N	6%	-35	-7%	-2%	-1%	8%
COCc1ccc(C(=O)N2CCN(CC(=O)N3CCCC3)CC2)cc1	/	0	-11%	5%	2%	-4%
CN(Cc1ccccc1)C1CCCN(C(=O)COc2ccccc2Cl)C1 (stereo not drawn)	/	?	106%[activator]	-6%	3%	-12%
O=C(Nc1ccccc1)OC1CCCCc2cccnc21 (stereo not drawn)	-11%	4	-17%	3%	-5%	-4%
COc1ccc(N(C(=O)c2cccnc2)S(=O)(=O)c2ccc(OC)c(OC)c2)cc1	2%	43	67%[activator]	-3%	-7%	-12%
CCOc1ccccc1N1CCN(C(=O)NCc2ccc(F)cc2)CC1	-6%	-39	58%	4%	-1%	2%
CC1CC(C)(C)CC2(C1)NC(=O)N(CC(=O)N1CCN(Cc3ccc(C#N)cc3)CC1)C2=O (stereo not drawn)	/	-84*	16%	-3%	0%	5%
COc1ccc(CNC(=O)c2sc3nc[nH]c(=O)c3c2C)cc1	/	-11	/	-1%	0%	/
Cc1ccc(S(=O)(=O)N2CCN(CC(=O)NC3CCCc4ccccc43)CC2)cc1C (stereo not drawn)	2%	26&12	166%[activator]	-13%	-2%	-7%&-11%
CCC(=O)N1c2ccc(S(=O)(=O)N3CCCCC3)cc2CC1C (stereo not drawn)	/	28	15%	4%	0%	8%
O=C(O)CCC(=O)Nc1ccc(F)cc1	1%	18	-20%	5%	-4%	?
CCOc1ccc(C(=O)NCCC(=O)NCCCC(=O)O)cc1	6%	3	-12%	-2%	?	-3%
CN(C)S(=O)(=O)Oc1ccccc1C(=O)Nc1ccc(F)cc1	0%	-18	-12%	/	2%	1%
NC(=O)[C@H]1CC2(CC(c3cccc(NC(=O)COc4ccc(Cl)cc4)c3)=NO2)CN1C(=O)C(c1ccccc1)c1ccccc1 (stereo partly drawn)	-8%	-17	40%	19%	3%	8%
CC(C)c1ccc(SCc2noc(C(=O)NCC3CCCO3)c2C(=O)O)cc1 (stereo not drawn)	25%	-36	-3%	-13%	?	14%
O=C(Nc1ccc(S(=O)(=O)Nc2ncccn2)cc1)c1cnc(Cl)c(Cl)c1	-2%	8	-31%	8%	1%	-25%
CCN(CC)S(=O)(=O)c1ccc(-c2nnc(SCC(N)=O)n2CC)cc1	-2%	-25	10%	8%	-6%	0%
Cc1cc(SCC(=O)c2cccc([N+](=O)[O-])c2)nc(=O)[nH]1	/	/	-56%	?	?	-16%
CC(C)n1c(=N)c(C(=O)NC2CCCCC2)cc2c(=O)n3ccccc3nc21	/	-16	/	1%	19%	/
CCC1(c2ccccc2)NC(=O)N(CC(=O)NCc2ccc(OC)cc2)C1=O (stereo not drawn)	3%	-5	-7%	0%	3%	23%
O=C1NC[C@@H](c2ccccc2)OC(=O)[C@H](Cc2ccc(F)cc2)C/C=C\C[C@H]1CC(=O)N(CCO)Cc1ccccc1	/	13	230%[activator]	/	/	-8%
O=C(CC(C(=O)O)c1c(F)cccc1Cl)c1ccc(Cl)cc1 (stereo not drawn)	10%	-18	-26%	-10%	-1%	-11%
COc1ccccc1CC1(C)NC(=O)N(CC(=O)Nc2cc(C)on2)C1=O (stereo not drawn)	-4%	32	-19%	-3%	?	-6%
Cc1ccc(C2C3=C(CC(C)(C)CC3=O)N=C3c4ccccc4C(=O)C32)cc1 (stereo not drawn)	-12%	-68*	-48%	-7%	1%	?
Cc1ccc(-n2ncc3c(NCCc4ccc(S(N)(=O)=O)cc4)ncnc32)cc1	/	-2	/	-3%	2%	/
Cc1cc(C)c(NC(=O)C2CCCN2CCO)c(C)c1 (stereo not drawn)	10%	29	-11%	-28%	-15%	16%
O=C(CCc1ccc(S(=O)(=O)N2CCOCC2)cc1)Nc1ccccc1F	/	9	-17%	/	/	-6%
COc1ccc(CN(C(=O)c2ccc(C)cc2)C2CCS(=O)(=O)C2)cc1 (stereo not drawn)	13%	?	14%	-12%	-14%	-19%
Cn1c(=O)nc2n(Cc3ccccc3)c3cccc(Cl)c3cc-2c1=O	-5%	-40	-20%	-3%	-12%	8%
Cn1c(=O)[nH]c(=O)c2c1nc(Br)n2CCSc1ncccn1	-20%	-19	-8%	6%	3%	6%
COc1cccc(NC(=O)c2sc3nc(N4CCOCC4)c4c(c3c2N)CCCC4)c1	/	14	-4%	-26%	-12%	0%
Cc1oc(-c2ccccc2Cl)nc1CS(=O)CC(=O)NCc1ccc(Cl)cc1 (stereo not drawn)	5%	-30&-8	125%[activator]	-4%&-18%	-9%&-2%	-5%
CC(=O)N1CCCc2ccc(NS(=O)(=O)c3ccccc3)cc21	/	-20	-14%	0%	?	-23%
CCCNC(=O)c1cnc2c(-c3ccc(OCC)c(OCC)c3)c(C)nn2c1-c1ccccc1	/	-7	/	-6%	25%	/

A second format for part of the listing above:
Cn1c(=O)nc2n(Cc3ccccc3)c3cccc(Cl)c3cc-2c1=O
- FBPA Giardia inh = -5%
- HCMV inh = -40
- AmpC no deterg = -20%
- Sm TGR block = -3%
- AmpC inh detg = -12%
- AMA1-RON2 inh = 8%

COc1cccc(NC(=O)c2sc3nc(N4CCOCC4)c4c(c3c2N)CCCC4)c1
- FBPA Giardia inh = /
- HCMV inh = 14
- AmpC no deterg = -4%
- Sm TGR block = -26%
- AmpC inh detg = -12%
- AMA1-RON2 inh = 0%

Of the compounds above, these have an aryl methoxy group:
smiles	FBPA Giardia inh	HCMV inh	AmpC no deterg	Sm TGR block	AmpC inh detg	AMA1-RON2 inh
COc1ccccc1CNS(=O)(=O)c1cc(C)ccc1OC	-6%	-20	-5%	-3%	?	-1%
COc1ccc(C(C(=O)NC2CCCCC2)N(C(=O)Cc2c[nH]c3ccccc23)c2ccccc2)cc1OC (stereo not drawn)	-8%	?	33%	4%	?	-30%
COc1ccc(N(C(=O)c2cccnc2)S(=O)(=O)c2ccc(OC)c(OC)c2)cc1	2%	43	67%[activator]	-3%	-7%	-12%
COc1ccc(CNC(=O)c2sc3nc[nH]c(=O)c3c2C)cc1	/	-11	/	-1%	0%	/
CCC1(c2ccccc2)NC(=O)N(CC(=O)NCc2ccc(OC)cc2)C1=O (stereo not drawn)	3%	-5	-7%	0%	3%	23%
COc1ccccc1CC1(C)NC(=O)N(CC(=O)Nc2cc(C)on2)C1=O (stereo not drawn)	-4%	32	-19%	-3%	?	-6%
COc1ccc(CN(C(=O)c2ccc(C)cc2)C2CCS(=O)(=O)C2)cc1 (stereo not drawn)	13%	?	14%	-12%	-14%	-19%
COc1cccc(NC(=O)c2sc3nc(N4CCOCC4)c4c(c3c2N)CCCC4)c1	/	14	-4%	-26%	-12%	0%
